Bioassay records deposited in PubChem BioAssay by several laboratories.
Diaph inh CS – diaphorase inhibition or chemical oxidation counter-screen. diaphorase resazurin-to-resorufin fluorescence, NADH, 16 min; bacterial (C. kluyveri) enzyme, not human. AID 1217. inhibition, % at 20 µM. 190,000 tested, 0.69% active;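 active means primary screen inhibition at 20 µM above a set limit, cut at about 50% in these data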;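 further: plate controls were DMSO with full reaction for no effect and wells lacking NADH for full effect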
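Detection: fluorescence of resorufin formed from resazurin, Ex 544/Em 590 nm; test system: Clostridium kluyveri diaphorase enzyme; amount: 0.14 U/mL diaphorase, enzyme working solution; times: 16-min room-temperature incubation before reading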
STAT3 blocker – inhibitors of IL-6 induced STAT3 signaling; U3A cells, IL-6 STAT3-luciferase reporter, luminescence; host cell line lacks STAT1; inhibition, % at 5.5 µM; 190,000 tested, 0.89% active;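 active means inhibition above the mean inhibition across all screened compounds plus 3 SD, cut at about 44% in these data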;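 further: 0% = DMSO only wells and 100% = 100 µM nifuroxazide control wells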
STAT3 act – increases IL-6 driven STAT3 reporter signal; 190,000 tested, 0.91% active; AID 871; U3A cells, IL-6 STAT3-luciferase reporter, luminescence; 100% = signal with IL-6 EC80 alone; activation (% of control), % at 5.6 µM;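 active means activation above the screen-wide mean of compound activation plus 3 SD, cut at about 130% in these data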;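 further: 0% = background luminescence of wells with medium and substrate only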
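Material: STAT1-lacking human U3A cells, STAT3 luciferase reporter | Benchmarks: IL-6-only wells as 100% reference | Probe or stimulus: IL-6 (33 ng/mL) | Timing: Compound 1 h, then IL-6 6 h at 37 °C | Detection: Luminescence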
TLR4 MyD88 comp – inhibitors of human TLR4-MyD88 binding; O00206+Q99836; inhibition, % at 8.4 µM; 200,000 tested, 0.18% active; HeLa CL3-4 TLR4/MyD88 BLA complementation, FRET ratio; AID 861; in the data active means inhibition above about 25%;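 further: 0% = vehicle and 100% = reference inhibitor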
Target sequence (O00206 whole entry, looked up): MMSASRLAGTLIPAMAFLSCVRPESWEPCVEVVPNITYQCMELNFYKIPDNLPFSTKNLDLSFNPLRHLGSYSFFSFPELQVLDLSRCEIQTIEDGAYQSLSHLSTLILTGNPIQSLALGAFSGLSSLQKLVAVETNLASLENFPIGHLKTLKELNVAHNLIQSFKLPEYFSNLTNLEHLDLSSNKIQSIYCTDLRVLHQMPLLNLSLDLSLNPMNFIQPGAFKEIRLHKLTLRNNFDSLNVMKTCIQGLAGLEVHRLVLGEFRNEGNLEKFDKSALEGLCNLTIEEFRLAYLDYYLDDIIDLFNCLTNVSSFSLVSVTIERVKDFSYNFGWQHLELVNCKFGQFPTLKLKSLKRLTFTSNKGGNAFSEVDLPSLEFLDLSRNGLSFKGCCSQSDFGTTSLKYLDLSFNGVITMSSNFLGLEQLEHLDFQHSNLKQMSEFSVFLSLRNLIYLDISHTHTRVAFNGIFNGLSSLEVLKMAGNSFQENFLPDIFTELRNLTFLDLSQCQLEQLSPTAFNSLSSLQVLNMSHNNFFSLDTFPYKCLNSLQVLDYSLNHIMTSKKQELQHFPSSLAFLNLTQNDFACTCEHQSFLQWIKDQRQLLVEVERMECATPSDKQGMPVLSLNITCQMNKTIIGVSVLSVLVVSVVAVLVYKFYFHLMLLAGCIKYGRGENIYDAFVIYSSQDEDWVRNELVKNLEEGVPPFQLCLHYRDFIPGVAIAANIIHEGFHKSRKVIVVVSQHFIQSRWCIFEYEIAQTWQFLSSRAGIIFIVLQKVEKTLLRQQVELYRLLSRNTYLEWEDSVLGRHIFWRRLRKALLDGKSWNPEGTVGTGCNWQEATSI
Target sequence (Q99836 whole entry, looked up): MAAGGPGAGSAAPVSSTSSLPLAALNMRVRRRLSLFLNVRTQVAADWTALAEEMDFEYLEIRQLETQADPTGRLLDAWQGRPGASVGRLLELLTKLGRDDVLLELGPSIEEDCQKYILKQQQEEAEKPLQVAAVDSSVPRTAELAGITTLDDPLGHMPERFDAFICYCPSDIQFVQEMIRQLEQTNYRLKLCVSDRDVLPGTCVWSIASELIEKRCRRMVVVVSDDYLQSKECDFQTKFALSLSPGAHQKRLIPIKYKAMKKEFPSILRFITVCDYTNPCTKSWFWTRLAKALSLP
STAT1 inh – inhibitors of IFN-gamma induced STAT1 signaling. NIH 3T3 STAT1-luciferase reporter, luminescence. inhibition, % at 5.5 µM. 200,000 tested, 0.35% active;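 active means inhibition above a set limit, the mean inhibition across all tested compounds plus 3 SD, cut at about 34% in these data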;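 further: 0% = IFN-gamma with DMSO and 100% = IFN-gamma with 300 µM nifuroxazide; values of inactives mirror those of a sister screen read the other way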
Diaphorase act – counter-screen for diaphorase-based assays: diaphorase activators and chemical reducers | Diaphorase/resazurin coupled assay, resorufin fluorescence, 16 min; hits give high values; 1 = vehicle wells, 0 = NADH-free wells | activation factor at 20 µM | 190,000 tested, 0.005% active | AID 1229;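 active means diaphorase activity raised at least twofold by the compound at 20 µM; inactive means activation factor below 2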
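Measured by – red resorufin fluorescence at 544/590 nm excitation/emission · Test system – Clostridium kluyveri diaphorase, purified enzyme · Incubation – reaction time 16 min, room temperature · Buffer or medium – 50 mM HEPES pH 7.4 with 4.542 mM MgCl2, 0.005% Tween 20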
G6PDH CS – L. mesenteroides G6PDH inhibition counter-screen; Purified L. mesenteroides G6PDH, diaphorase/resazurin coupled fluorescence, 45 min; inhibition, % at 5 µM; 200,000 tested, 0.12% active; AID 1020; in the data active means inhibition above about 50%
APP transl inh – APP translation inhibition; SH-SY5Y APP 5'UTR-luciferase reporter, luminescence; inhibition, % at 2 µM; 190,000 tested, 0.82% active; AID 1285;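 active means inhibition above a set limit, derived from the sample mean plus 3 SD, cut at about 45% in these data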; further: values of inactives mirror those of a sister screen read the other way
STAT1 act – activators of IFN-gamma induced STAT1 signaling. AID 932. 200,000 tested, 2.6% active. activation (% of control), % at 5.5 µM. NIH 3T3 STAT1-luciferase reporter, luminescence; 100% = IFN-gamma alone, no compound;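 active means activation above the screen-wide mean activation plus 3 SD, cut at about 130% in these data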;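 further: raw ratio to IFN-gamma control signal so 100% means no change and 0% no light; values of inactives mirror those of a sister screen read the other way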
Hsp70 activator – transcriptional activators of Hsp70. HeLa Hsp70 promoter luciferase reporter, luminescence; scaled: vehicle 0, proteasome-inhibitor control 100%. activation, % at 10 µM. 200,000 tested, 0.04% active;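 active means activation above the mean across all tested compounds plus 3 SD, cutoff set per campaign, cut at about 5.5% in these data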;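 further: 100% = MG132 at 30 µM as the positive control and 0% = DMSO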
Active calls of the source: *; x = no result given.

SMILES	Diaph inh CS	STAT3 blocker	STAT3 act	TLR4 MyD88 comp	STAT1 inh	Diaphorase act	G6PDH CS	APP transl inh	STAT1 act	Hsp70 activator
COc1ccc(/C=N/n2c(C)cc(C)cc2=O)cc1	0	26	83	-8	-5	1	7	-7	103	-0.2
COc1cc(-c2nnc(SCC(=O)NC3CCS(=O)(=O)C3)o2)cc(OC)c1OC (configuration not stated)	5	6	100	6	0	0.9	9	9	100	0.0
Cc1ccc2nsnc2c1S(=O)(=O)N1CCCC1	14	-2	105	1	4	0.9	2	-5	96	-0.3
COc1ccc(C2CC(c3ccc(Cl)cc3Cl)n3nc(N)nc3N2)cc1 (configuration not stated)	-8	7	99	-12	4	1.1	4	-3	97	-0.1
CC(=O)N1CCc2cc(Br)cc(S(=O)(=O)NCCCN3CCC(C)CC3)c21	13	-4	106	1	-1	0.9	2	-9	99	-0.1
COc1ccccc1N(CC(=O)NCC1CCCO1)C(=O)Cn1nnc(-c2cccs2)n1 (configuration not stated)	14	4	98	-4	-3	0.9	19	-7	101	-0.4
O=C1C2CC=C(Cl)CC2C(=O)N1CCC[n+]1ccccc1 (configuration not stated)	6	6	95	-7	-1	0.9	6	2	101	-0.1
CCCn1cc(SCC(=O)Nc2ccc3c(c2)OCO3)c2ccccc21	36	11	98	-4	13	0.6	-9	8	89	-0.2
COc1cccc(OC(=O)CSc2nnc(-c3ccccc3Br)o2)c1	15	8	98	3	2	0.8	4	-6	99	-0.1
Cc1cc2oc(=O)cc(C)c2cc1NC(=O)CCC(=O)O	2	-18	120	-10	2	1	1	2	98	0.3
COC(=O)CCCCCN1C(=O)NC(c2ccc(-c3ccccc3)cc2)C(C(=O)OCc2ccccc2)=C1C (configuration not stated)	12	2	95	-4	-3	0.9	15	-4	103	0.1
CCc1ccc(OCC(=O)Nc2cccc3nsnc23)cc1	29	18	90	5	1	0.7	8	11	99	-0.1
CC1=CC(C)(C)C(C(=O)O)C(C(=O)O)C1 (configuration not stated)	20	1	105	2	0	0.8	2	-13	99	-0.2
Cc1cc(C)c(C(=O)CSC2=NC(N)=C(C#N)C3(CCCCC3)C2C(N)=O)cc1C (configuration not stated)	6	-5	105	8	-1	0.9	22	4	101	-0.1
CCCc1cc(C(=O)Nc2sc3c(c2C#N)CCC3)no1	13	15	92	-9	-11	0.9	-22	-10	110	0.0
O=C(C1=C[C@@H](c2ccc(C(F)(F)F)cc2)C[C@@H](OCc2ccc(CO)cc2)O1)N1CCN(Cc2ccc3c(c2)OCO3)CC1	15	x	x	-4	4	0.8	14	6	98	-0.3
Cc1ccc(Cl)c(NC(=O)COC(=O)c2ccccc2C(=O)c2ccc(Cl)c([N+](=O)[O-])c2)c1Cl	18	13	91	13	20	0.8	2	52*	81	0.2
Cc1cc(C)c(S(=O)(=O)NCCOc2ccccc2)c(C)c1-n1cnnn1	-15	15	96	3	20	1.2	5	5	81	-0.2
Cc1noc(C)c1C(=O)OCC(=O)c1cc(C)n(Cc2ccccc2Cl)c1C	24	19	90	4	-15	0.8	6	-72	114	0.6
Cc1cnc2c(C(=O)O)cnn2c1	14	7	101	5	3	0.9	-2	-6	98	-0.4
CCN(CC)CCCN(Cc1cc2cc3c(cc2[nH]c1=O)OCO3)C(=S)Nc1ccc(OC)cc1	-13	-8	107	-3	-13	1.1	14	19	111	-0.2
O=C1CCNc2cc3ccccc3cc21	66*	-40	137*	3	-1	0.3	58*	5	100	0.1
Cc1ccc(NC(=S)NN2CCN(C)CC2)c(C)c1	11	6	98	-11	1	0.9	2	-8	99	-0.3
CCOc1ccccc1C(=O)N[C@H](C(=O)OCc1cc(=O)oc2cc(C)ccc12)C(C)C	24	0	102	-9	1	0.8	-14	-12	99	-0.4
CCOc1ccc(NC(=O)CSc2nnc(C(C)C)n2CC)cc1	16	5	98	11	-2	0.8	6	-7	102	-0.2

One compound at a time (already shown). Order of values: Diaph inh CS | STAT3 blocker | STAT3 act | TLR4 MyD88 comp | STAT1 inh | Diaphorase act | G6PDH CS | APP transl inh | STAT1 act | Hsp70 activator
`CC1=CC(C)(C)C(C(=O)O)C(C(=O)O)C1` (configuration not stated) is listed with 20 | 1 | 105 | 2 | 0 | 0.8 | 2 | -13 | 99 | -0.2
`Cc1ccc(Cl)c(NC(=O)COC(=O)c2ccccc2C(=O)c2ccc(Cl)c([N+](=O)[O-])c2)c1Cl` is listed with 18 | 13 | 91 | 13 | 20 | 0.8 | 2 | 52* | 81 | 0.2
`COc1cccc(OC(=O)CSc2nnc(-c3ccccc3Br)o2)c1` is listed with 15 | 8 | 98 | 3 | 2 | 0.8 | 4 | -6 | 99 | -0.1
`Cc1ccc2nsnc2c1S(=O)(=O)N1CCCC1` is listed with 14 | -2 | 105 | 1 | 4 | 0.9 | 2 | -5 | 96 | -0.3
`CCOc1ccccc1C(=O)N[C@H](C(=O)OCc1cc(=O)oc2cc(C)ccc12)C(C)C` is listed with 24 | 0 | 102 | -9 | 1 | 0.8 | -14 | -12 | 99 | -0.4

New compounds follow.
SMILES	Diaph inh CS	STAT3 blocker	STAT3 act	TLR4 MyD88 comp	STAT1 inh	Diaphorase act	G6PDH CS	APP transl inh	STAT1 act	Hsp70 activator
c1ccc2c(N3CCCCC3)nc(N3CCOCC3)nc2c1	-14	12	96	-3	2	1.1	-5	-3	96	0.1
CCN(CC)S(=O)(=O)c1cc(C(=O)OCC(=O)Nc2cccc(Br)c2)ccc1F	23	-8	105	1	3	0.8	-2	2	98	-0.6
O=C(NCCO)C(=O)c1c(-c2ccc(Cl)cc2)cc2ccccn12	-3	2	101	7	7	1	2	5	92	0.5
Cc1cccc(NC(=S)NC(=O)c2ccc(Br)o2)c1	19	0	111	-2	-29	0.8	6	-33	125	0.3
CCCCOc1cccc(OCCCC)c1C(=O)Nc1cc(C)on1	18	6	99	3	-3	0.8	-11	-3	102	0.1
CN(C)NC(=S)NC(=O)C12CC3CC(CC(C3)C1)C2	0	0	104	-9	-13	1	16	-5	109	0.1
O=C(CSc1nnc(Cc2cc(=O)[nH]c(=O)[nH]2)n1-c1ccc(F)cc1)NC1CCCC1	-1	6	103	7	1	1	9	-7	99	2.1
O=C(COc1ccccc1Cl)Nc1ccc(C(=O)c2ccc(C(=O)O)cc2)cc1	6	23	85	6	0	0.9	-4	-17	98	-0.2
O=[N+]([O-])c1ccc(C2CNC(c3ccccc3)O2)cc1 (configuration not stated)	8	-3	103	-7	4	0.9	-1	-15	97	-0.4
CCC[C@@H]1C[C@@]1(CCC)[C@@H](NC(=O)c1ccccc1)c1ccc(C(=O)OC)cc1	15	-8	104	-23	5	0.9	16	2	96	-0.3
CC(NC(=O)OCc1ccccc1)C(=O)Oc1cc2oc(=O)cc(-c3ccccc3)c2cc1Cl (configuration not stated)	12	-10	110	5	-3	0.9	-5	-19	103	0.3
COc1ccc(OCc2nc(N)nc(Nc3ccc(C)cc3)n2)cc1	12	2	102	-7	-24	0.9	5	14	122	0.3
CN(C)c1ccnc(-n2cccc2/C=N/OCc2ccccc2)c1C#N	10	7	99	9	0	0.9	6	13	100	-0.2
COC(=O)COC(=O)c1ccc(Oc2nc(OC)nc(N(C)C)n2)cc1	17	-2	104	1	-5	0.8	18	-9	105	0.0
CCN1CCN(C(c2cccs2)C(C)NC(=O)c2cccnc2)CC1 (configuration not stated)	12	7	97	-8	2	0.9	3	-2	98	-0.2
CCOC(=O)c1sc(=NC(=O)CCS(=O)(=O)c2ccccc2)n(C)c1C	6	3	108	-16	0	0.9	4	-6	98	0.0
CCOC(=O)c1c(O)c2c(n(Cc3ccco3)c1=O)CCCC2	18	10	97	-13	13	0.8	-3	-16	89	-0.4
Cc1c(C(=O)N(C)Cc2ccccc2)oc2ccc(S(=O)(=O)N3CCCC3)cc12	8	14	94	-17	3	0.9	6	-11	97	-0.6
Cc1sc(NC(=O)CN(Cc2ccccc2)C(=O)C2CC2)c(C(N)=O)c1C	19	-1	107	5	-1	0.8	3	-23	99	-0.1
C=CCn1c(SCC(=O)NC2CCCc3ccccc32)nnc1-c1ccncc1 (configuration not stated)	18	3	98	0	4	0.8	1	-8	97	-0.2
CCCc1cc(=O)oc2cc(OCc3ccc(OC)cc3)c(Cl)cc12	7	6	92	1	6	0.9	-10	-11	94	-0.3
Cc1c([N+](=O)[O-])nnn1-c1cc(Cl)cc(Cl)c1	1	2	100	-16	-5	1	0	12	103	-0.2
CC(C)N(Cc1nc(-c2ccc(Cl)cc2)no1)C(=O)CCC1CCCC1	22	7	101	-3	-10	0.8	15	6	110	-0.1
CC(C)(C)c1nnc(N/N=C/c2ccccc2O)n(N)c1=O	4	22	84	7	2	1	3	76*	98	-0.4
Cc1ccc2[nH]c3c(N4CCc5ccccc5C4)ncnc3c2c1	7	73*	43	4	33	0.9	4	-10	71	-0.2
SMILES	Diaph inh CS	STAT3 blocker	STAT3 act	TLR4 MyD88 comp	STAT1 inh	Diaphorase act	G6PDH CS	APP transl inh	STAT1 act	Hsp70 activator
COc1ccc(C(=O)OCCN2CCOCC2)cc1	9	8	96	3	-5	0.9	3	15	101	-0.2
O=C(NC1CCCCCCC1)c1ccc2c(c1)N(Cc1ccc(F)cc1)C(=O)CS2=O (configuration not stated)	8	-8	109	-13	-7	0.9	4	5	106	-0.2
CC(C)CN(C(=O)CN1CCN(c2ccccc2F)CC1)c1c(N)n(CC(C)C)c(=O)[nH]c1=O	0	-2	104	-7	-1	1	5	-18	101	-0.2
CCOC(=O)c1c(NC(=O)C(C)Sc2c[nH]c3ccccc23)sc2c1CCC2 (configuration not stated)	24	-21	118	-6	5	0.8	18	-24	95	0.0
CCN1CCN(C(=O)CN(CCc2ccccc2)S(C)(=O)=O)CC1	8	-11	110	5	2	0.9	-1	x	98	-0.3
O=C(OCC(=O)N1CCCCC1)c1cc2ccccc2cc1O	15	10	97	-1	1	0.8	-2	-19	99	-0.1
O=C(O)CCc1nn2c3ccccc3n(Cc3ccccc3)c2nc1=O	8	16	91	-22	-16	0.9	11	6	112	-0.1
O=C1c2cccc3cccc(c23)N1Cc1ccc(F)cc1	16	-2	104	5	10	0.8	25	22	91	-0.4
COc1ccc(CNc2nc3ccccc3n2Cc2ccccc2)cc1OC	18	24	88	-3	13	0.8	4	-9	88	0.0
CCn1cc(C2C3=C(CC(C)(C)CC3=O)N(c3ccccc3)C3=C2C(=O)CC(C)(C)C3)c(C)n1	15	18	87	-7	17	0.9	-5	13	85	-0.1
Clc1ccc(/C=C/c2nc3ccccc3[nH]2)cc1	7	94*	27	3	53*	0.9	4	x	52	-0.6
O=C(CCSc1ccccc1)N1CCCC1	10	2	104	-3	-40	0.9	9	-76	134*	0.2
O=C(/C=C/c1ccccc1)Nc1cccc(C(=O)O)c1	14	107*	10	-11	96*	0.9	19	64*	11	-0.6
CC(=O)OCCOc1nc(NC(C)C)nc(NC(C)C)n1	6	6	98	-5	5	0.9	-4	6	96	-0.3

Rows were taken by chance; any-hit rate near 6.1%.
